Source: PubChem BioAssay (National Center for Advancing Translational Sciences (NCATS))
S2 tox = Viability Counterscreen for Primary qHTS for Inhibitors of ATXN expression. S2 cells (HEK-293 line with an ATXN2-luciferase reporter) viability, CellTiter-Fluor protease fluorescence, 24 h. Potency, µM (doses to about 56.7 µM), most hits filed as cytotoxic. actives 0.49% (n = 400,000). AID 651635, 2014; note: potency is the fitted concentration of half-maximal effect; nearly all actives have a fitted effect of over 40% in size
HT1080-NT tox = qHTS for induction of synthetic lethality in tumor cells producing 2HG: qHTS for the HT-1080-NT fibrosarcoma cell line; HT-1080-NT fibrosarcoma viability, CellTiter-Glo ATP luminescence, 48 h; Potency, µM (series often up to 46.1 µM), for inactives: at the highest dose activity, negative = less viability, hits mostly cytotoxic; actives 1.6% (n = 360,000);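 note: NT is the 2HG producing partner of a matched IDH1 knockdown line; potency is the fitted concentration of half-maximal effect; 0% = DMSO-treated cells and -100% = media-only wells without cells; nearly all actives have a fitted effect of over 55% in size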
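Viability of the 2HG-overproducing fibrosarcoma line after 48 hours of compound exposure at 37 degrees C was determined by luminescence with CellTiter-Glo, and concentration-effect curves were then fitted and categorized.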
MCF10A rereplic = A quantitative high throughput screen for small molecules that induce DNA re-replication in MCF 10a normal breast cells. MCF 10A DNA re-replication, Hoechst nuclear intensity, 48 h. Potency, µM (doses to about 46.1 µM), without a hit: at the highest dose activity, positive = re-replication, usual class: activators. actives 2.9% (n = 350,000). AID 624296, 2012; note: potency is the fitted concentration of half-maximal effect; % of control where 0% means no effect; nearly all actives have a fitted effect of over 50% in size
HepG2 viability = qHTS for Inhibitors of TGF-b: Cytotox Counterscreen; actives 0.76% (n = 410,000); HepG2 CAGA-GFP viability, ATP luminescence, 18 h; Potency, µM (series often up to 46.1 µM), inactives show at the top dose activity change, negative = cytotoxicity, most hits filed as cytotoxic; note: potency is the fitted concentration of half-maximal effect; some results filed as inactive show a strong effect at the top dose
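HepG2 CAGA-GFP cells (1000/well, DMEM with 1% FBS) received compound, then TGF-beta at 500 pg/mL final, and were incubated 18 hours at 37 degrees C. Viability was read by CellTiter-Glo luminescence. Media-only wells were set as complete cell-killing and DMSO as no toxicity.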
ATXN2 expr inh = Primary qHTS for Inhibitors of ATXN expression | HEK-293 ATXN2-luciferase reporter, luminescence, 24 h | Potency, µM (top dose mostly 57 µM), for the others: at the top dose activity change, negative = inhibition, actives largely listed as inhibitors | actives 0.72% (n = 360,000); note: potency is the fitted concentration of half-maximal effect; % is set by controls: 0 for no effect and ±100 for the full control effect; nearly all actives have a fitted effect of over 55% in size
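ATXN2-luciferase reporter cells (luciferase flanked by upstream and downstream ATXN2 gene portions) were treated 24 h at 37 °C with compounds at up to 57 uM. SteadyGlo luminescence gave expression; GF-AFC fluorescence gave viability.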
KB-3-1 cytotox = qHTS assay for MDR1-selective chemotherapeutics: Primary screen using the parental adenocarcinoma cell KB-3-1; KB-3-1 viability, CellTiter-Glo ATP luminescence, 72 h; Potency, µM (doses to about 46.1 µM), for the others: at the highest dose activity change, negative = cytotoxic, most hits filed as cytotoxic; actives 1.4% (n = 400,000); AID 1347075, 2019; note: potency is the fitted concentration of half-maximal effect; % is set by controls: 0 for no effect and ±100 for the full control effect; nearly all actives have a fitted effect of over 60% in size
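72 h, 37 °C compound treatment of KB-3-1 parental cells; CellTiter-Glo added, 10 min, luminescence read. Data corrected against DMSO-only plates and normalized before curve fitting.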
IL1B secr inh = qHTS for Inhibitors of Inflammasome Signaling: IL-1-beta AlphaLISA Primary Screen; THP-1 LPS/ATP IL-1B secretion, AlphaLISA, 16 h; stronger effect = lower value; activity change, % at 57.5 µM; actives 4.7% (n = 360,000); in the data active = activity change below about -50%; inconclusive = mostly about -30% to -49%; note: % is set by controls: 0 for no effect and ±100 for the full control effect
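Secreted IL-1B measured by AlphaLISA bead assay after 16 h compound exposure of THP-1 cells; compounds (final up to 57.5 uM) added 1 h before LPS (250 ng/mL) and ATP (1.25 mM) stimulation; lower signal means less secretion.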
SW480 rereplic = A quantitative high throughput screen for small molecules that induce DNA re-replication in SW480 colon adenocarcinoma cells | SW480 DNA re-replication, Hoechst DNA content imaging, 48 h | Potency, µM (highest dose often 46.1 µM), for inactives: top-dose re-replication activation, usual class: activators | actives 1.8% (n = 340,000) | AID 624297, 2012; note: potency is the fitted concentration of half-maximal effect; % of control where 0% means no effect; nearly all actives have a fitted effect of over 55% in size
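First, 250 cells per well were seeded. Next, compound or vehicle (23 nL) was pinned in, plates sat 48 hr at 37 C. Finally Hoechst was added for 40 min before fluorescence scanning.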
HT1080 IDH1KD tx = qHTS for induction of synthetic lethality in tumor cells producing 2HG: qHTS for the HT-1080-IDH1KD cell line | HT-1080 IDH1 knockdown viability, ATP luminescence, 48 h | Potency, µM (doses to about 46.1 µM), for the others: at the highest dose activity, negative = toxicity, actives largely listed as cytotoxic | actives 2% (n = 360,000);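 note: potency is the fitted concentration of half-maximal effect; 0% = DMSO wells and -100% = cell-free medium wells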
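% activity derives from luminescence (CellTiter-Glo), normalised to DMSO and no-cell wells. HT-1080-IDH1KD cells, 750/well, had 48 h compound exposure at 37 °C.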
* hit, by the source's call; i = inactive; u = inconclusive; x = no result given; [ ] = another dose, or the depositor's remark. Unless noted, calls come from the whole dose curve; as a rule, active = well fitted curve in the direction sought with a large enough effect; inconclusive = small, poorly fitted or top-dose-only effect, or another doubt; inactive = no such curve, though single readings can be large; an effect the other way counts as inactive or inconclusive.

Molecule	S2 tox	HT1080-NT tox	MCF10A rereplic	HepG2 viability	ATXN2 expr inh	KB-3-1 cytotox	IL1B secr inh	SW480 rereplic	HT1080 IDH1KD tx
CCOCCCNC(=O)c1ccc2c(c1)ncn2-c1ccccc1OC	u	10%	4%	-3%	10%	3%	-13	4%	13%
Cc1cc(N2O[C@H]3C=C[C@@H]2C3)no1	i	2%	15%	3%	10%	0%	15	3%	8%
O=C(CSc1ccccc1)N1CCN(c2ccccc2)CC1	i	26%	-4%	2%	28%	-2%	-22	-11%	24%
O=C(c1cccc(F)c1)N1CCCC(C(=O)N2CCCCCC2)C1 (stereo unspecified)	i	-2%	-2%	-7%	x	12%	-4	-6%	0%
COc1ccc2c(c1)C(C)=CC(C)(C)N2C(=O)CNCc1ccc2c(c1)OCO2	i	u	u	-48%	0%	-5%	-28	5%	8.9µM*
O=C(NNc1ccccc1C(F)(F)F)c1cccs1	i	-26%	0%	-20%	-14%	-3%	5	-6%	-26%
COc1cccc(N=Nc2ccc(O)c3ncccc23)c1	16µM*	u	-5%	-9%	u	4.6µM*	14	27%	u
CCN1CCc2c(sc(NC(=S)NC(=O)c3ccco3)c2C(N)=O)C1	i	0%	-19%	-7%	-2%	2%	x	3%	9%
Nc1nnc(SC2CC(=O)N(c3ccccc3)C2=O)s1 (stereo unspecified)	i	2%	u	-11%	4%	12%	-89*	u	2%
O=C(c1cc(Cl)nc2ccccc12)N1CCCCC1	i	-28%	10%	1%	0%	-11%	26	-1%	5%[9.24 µM]
CCOc1ccc2[nH]c(=O)c(CN(Cc3ccc(F)cc3)C(=O)c3ccco3)cc2c1	u	u	u	0%	-25%	16µM*	-21	u	23µM*
O=S(=O)(c1ccc2ccccc2c1)N1CCN(C2CCN(Cc3ccccc3)CC2)CC1	i	-19%	1%	-23%	-26%	-14%	u	-4%	-25%
Cc1c(NS(=O)(=O)c2ccccc2)c(=O)n(-c2ccccc2)n1C	u	-10%	7%	6%	0%	3%	7	-1%	-5%
O=C(NC(=O)N1CCN(c2ccc([N+](=O)[O-])cn2)CC1)c1ccccc1F	u	3%	1%	-22%	-38%	-5%	1	-30%	5%
Cc1nc(-c2noc(-c3cccc(Cl)c3)n2)c(C(F)(F)F)o1	i	21%	5%	-16%	69%[activator]	-2%	-5	-1%	20%
Cc1ccc2c(C)nc(Nc3nc(CSc4nnc(C)s4)cc(=O)[nH]3)nc2c1	i	u	u	-34%	18%	u	u	22%	u
Cc1ccc2nc(-c3ccc(Br)cc3)cc(C(=O)NCC3CCCO3)c2c1 (stereo unspecified)	i	12%	x	4%	x	8%	-16	x	10%
COc1ccc(-c2cc(C(=O)NCCCN3CCOCC3)no2)cc1	i	13%	6%	0%	-19%	13%	-3	0%	3%
Cc1cccc(NC(=O)Cn2c(=O)n(CC3CCC(C(=O)NCCc4ccccc4)CC3)c(=O)c3ccccc32)c1 (stereo unspecified)	i	x	x	0%	10%	-6%	x	x	x
COc1cc(/C=C/C2=NNC(=O)CC2)cc(OC)c1OC	i	8%	4%	-15%	24%	0.52µM*	-7	2%	2%
Cc1ccc(C(=O)OCC(=O)NC2CCCc3ccccc32)o1 (stereo unspecified)	i	-6%	5%	19%	0%	15%	-2	-4%	-7%
Cc1ccc(/C=C/C(=O)OCC(=O)NCCc2ccc(S(N)(=O)=O)cc2)o1	i	-4%	-1%	-4%	-3%	-6%	39	-6%	-1%
COc1ccc(CNC(=O)c2nc(S(=O)(=O)Cc3ccccc3)ncc2Cl)cc1	18µM*	u	u	13µM*	x	u	-99*	-16%	u
COc1cc2c(cc1OC)C(c1cccc(F)c1)CC(=O)N2 (stereo unspecified)	i	-2%	3%	3%	11%	-2%	19	u	-6%
O=C(NC(=S)Nn1cnnc1)c1ccccc1	i	5%	-5%	4%	14%	13%	9	-70%[inhibitor][9.22 µM]	7%
Cc1ccc(N2CCN(S(=O)(=O)c3ccc(Cl)c4ccccc34)CC2)c(C)c1	i	x	x	-2%	0%	3%	x	x	x
Cc1ccc2cc(CCNC(=O)CCCc3ccccc3)c(=O)[nH]c2c1C	i	23%	3%	1%	9%	-2%	-1	-8%	25%
CN1C[C@@H]2[C@@H]3C(=O)N(C)C(=O)[C@@H]3[C@](C)(C1=O)N2C(=O)c1ccc(F)cc1	i	18%	-84%[inhibitor]	2%	8%	10%	19	2%	13%
COCCNc1nnc(SCC(=O)c2cc(C)n(C3CC3)c2C)s1	u	3%	x	4%	x	-6%	-12	x	-1%
COCCCNC(=O)CSc1nc2c(sc3ccccc32)c(=O)n1CCCC(=O)NCC1CCCO1 (stereo unspecified)	i	2%	-3%	4%	x	-2%	0	-8%	7%
CCCNS(=O)(=O)c1ccc(OCC(=O)N(C)Cc2ccccc2)cc1	i	-2%	7%	-9%	7%	-1%	-19	0%	-7%
O=C(COC(=O)C1CCN(/C=C/C(=O)C(F)(F)F)CC1)Nc1ccccc1	i	15%	3%	-25%	-4%	u	0	x	5%
CC(=O)N1CCc2cc(S(=O)(=O)NC(Cc3ccccc3)C(=O)O)ccc21 (stereo unspecified)	i	5%	-2%	15%	4%	21%	-6	-26%	8%
O=C(N/N=C/C1CC=CCC1)c1ccc(O)cc1O (stereo unspecified)	u	10%	1%	5%	5%	14%	17	-7%	1%
CCN(Cc1ccccc1)C(c1cc2cc(C)ccc2[nH]c1=O)c1nnnn1CCOC (stereo unspecified)	i	5%	1%	1%	25%	u	-9	3%	1%[9.24 µM]
CSCc1cc(C(=O)NCCN2CCOCC2)c(N)s1	x	2%	x	x	x	3%	1	x	8%
CNC(=O)c1ccc(-c2sc3nc(N4CCOCC4)c4c(c3c2N)CCCC4)o1	x	2%	u	-3%	5%	u	5	7.3µM*	-13%
CC(=O)c1ccc(Nc2nc(C(N)c3ccccc3Cl)cs2)cc1 (stereo unspecified)	i	-22%	x	-13%	5%	-3%	49	x	-22%
Cc1ccc(NC(=S)NC(=O)c2ccc(Br)o2)c(C)c1	i	12%	-8%	0%	23%	8%	5	-1%	1%
CC(=O)Nc1ccc(NCc2nnc3n2CCCCC3)cc1	i	x	x	-13%	11%	14%	x	x	x
Cc1cc(C)cc(-n2ccnc2SCC(=O)Nc2ccc3c(c2)OCCO3)c1	i	2%	2%	-92%	3%	-13%	u	0%	1%
CCN(CC)S(=O)(=O)c1ccc2c(c1)nc(CCC(=O)OCC(=O)Nc1c(F)cccc1F)n2C	i	11%	10%	6%	5%	5%	12	2%	21%
O=C(/C=C/c1cccc([N+](=O)[O-])c1)OCC(=O)N1CCCCC1	i	-1%	x	-13%	x	2%	11	x	-16%
O=C(Cc1ccccc1)NCc1ccncc1	i	7%	7%	0%	9%	1%	8	2%	6%
C/C(=N\S(=O)(=O)c1ccc(C)cc1)Nc1cc(C(C)C)c(O)cc1C	i	3%	-5%	-4%	2%	2%	0	-1%	-23%
CCCCOc1ccc(C(=O)Nc2ccc(S(=O)(=O)Nc3nc(C)cc(C)n3)cc2)cc1	i	x	x	-59%	u	-18%	x	x	x
COc1ccccc1S(=O)(=O)Nc1cccc(S(=O)(=O)N2CCCC2)c1	i	7%	5%	-25%	-9%	5%	19	3%	6%
COc1ccc(CN(C(=O)c2cccs2)c2nccs2)cc1OC	i	-2%	u	4%	-7%	-13%	-12	-2%	-12%
CCOC(=O)C1OC2(CCCC2)OC1C(=O)OCC (stereo unspecified)	i	10%	22%	0%	10%	x	12	-2%	3%
CCc1nc2c(OCc3cc(Cl)cc(Cl)c3)cccn2c1N(C)C(=O)c1ccc(C)cc1	u	u	x	-43%	u	u	-57*	x	u

Not a retest: an excerpt of the list.
Molecule	S2 tox	HT1080-NT tox	MCF10A rereplic	HepG2 viability	ATXN2 expr inh	KB-3-1 cytotox	IL1B secr inh	SW480 rereplic	HT1080 IDH1KD tx
Cc1ccc(N2CCN(S(=O)(=O)c3ccc(Cl)c4ccccc34)CC2)c(C)c1	i	x	x	-2%	0%	3%	x	x	x
Cc1ccc2cc(CCNC(=O)CCCc3ccccc3)c(=O)[nH]c2c1C	i	23%	3%	1%	9%	-2%	-1	-8%	25%

Next section:
Molecule	S2 tox	HT1080-NT tox	MCF10A rereplic	HepG2 viability	ATXN2 expr inh	KB-3-1 cytotox	IL1B secr inh	SW480 rereplic	HT1080 IDH1KD tx
CC(=O)OC1=CN(Cc2ccccc2)S(=O)(=O)c2ccccc21	i	x	x	-17%	-1%	6%	x	x	x
CC(C)(O)C#Cc1ccc(C(=O)NC2CCCCC2)s1	i	-7%	7%	-77%	18%	-17%	-23	-4%	-16%
COc1cc(Cl)cc(C=O)c1OCC(=O)O	i	16%	-22%	8%	31%[activator]	-1%	8	-20%	-1%
COc1ccc(Cn2c(C(=O)O)c(CNC3CCCCCC3)c3ccc(OC)cc32)cc1	u	x	x	-51%	-6%	u	x	x	x
O=C(c1ccc(Cl)cc1)c1coc2ccc(O)cc12	i	-22%	u	-19%	75%[activator]	1%	-21	-3%	-17%
O=C(CSc1nc2ccccc2c(=O)n1-c1ccccc1Cl)NCC1CCCO1 (stereo unspecified)	i	-4%	-1%	8%	x	-3%	-1	1%	-9%
CCN(c1ccccc1)P(=O)(Nc1ccccc1)Nc1ccccc1	i	-17%	-9%	-8%	32%	-8%	4	6%	8%
CN=c1oc2ccc(Cl)cc2cc1C(N)=O	i	4%	-1%	-1%	-1%	19%	-22	-7%	15%
O=C(O)CC1(CC(=O)NCc2ccc(-c3cccs3)cc2)CCCCC1	i	2%	8%	-19%	-4%	4%	26	0%	3%
